Screening results from PubChem BioAssay.
TTR transcr act = TTR transcription activators in neuroblastoma reporter cells, primary screen, cell-based, luminescence, SH-SY5Y, TTR promoter Gaussia luciferase | 100% = recombinant luciferase protein wells | activation, % at 16.7 µM | hit rate 1.3% among 92,000 | AID 1117267, 2014;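 active = activation above the mean of all tested compounds plus 3 SD, cut at about 9.5% in these data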;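 also: cells exposed to compounds for one day before reading; 0% = median of all test compound wells on the plate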
Starred values were filed as active, the others as inactive. The list is partial. The share of hits here may be higher or lower than overall.

SMILES	TTR transcr act
COc1cccc(-n2c(SCC(=O)c3c[nH]c4ccccc34)nc3ccccc3c2=O)c1	-1.2
CCC[C@H]1[C@@H](NC(=O)C#Cc2ccccc2)CC[C@@]23CCCN2C(=O)CCC[C@@H]13	-0.6
COc1cc(O)c(C(=O)O)c(CCc2ccccc2)c1	5.5
CO/N=C(\N)c1nonc1N	3.4
CC(=O)c1ccc(-n2nnnc2SCC(=O)Nc2sc(C)c(C)c2C#N)cc1	0.5
COc1ccc(Cl)cc1NC(=O)C(=O)N/N=C/c1cc(C)n(-c2ccc(C)cc2)c1C	-2.0
CCc1nnc(NC(=O)C2CCN(C(=O)c3ccco3)CC2)s1	-1.0
COc1ccccc1OCCNC(=O)CN(c1cccc(C)c1)S(=O)(=O)c1ccccc1	-2.1
O=C(O)c1cccn1Cc1ccccc1F	1.9
COCc1cc(C)n(CC(=O)Nc2c(C)cccc2C)c(=O)c1C#N	0.7
CC(C)[C@@H](C)/C=C/[C@@H](C)[C@H]1CC[C@@H]2[C@]1(C)CCC1[C@]23C=C[C@]2(C[C@@H](O)CC[C@]12C)N(c1ccc([N+](=O)[O-])cn1)O3 (stereo partly drawn)	1.7
O=C(c1cccc2c1-c1ccccc1C2)N1CCCCC1	-1.9
Cc1ccccc1CC(=O)Nc1sc(C(C)C)cc1C(=O)N1CCOCC1	-1.3
COc1ccc(NC2=C(C(C)=O)C(c3ccccc3)C(C(C)=O)C(C)(O)C2)cc1 (stereo not drawn)	-1.5
Cc1ccn2cc(-c3cccc(NC(=O)c4ccccc4)c3)nc2c1	5.2
C/C(=N/NC(=O)C(C)n1nc(C)c([N+](=O)[O-])c1C)c1ccc(OCC(N)=O)cc1 (stereo not drawn)	0.2
C=C(C1=CCN(S(=O)C(C)(C)C)[C@@H]1CCO)c1ccccc1 (stereo partly drawn)	1.2
C=CCNc1nc(Cl)nc(NCc2ccco2)n1	-0.8
COC(=O)[C@]12CCCCC=C1N(Cc1ccc(OC)cc1)C(=O)[C@@H]2CC(=O)N1CCCC1	1.6
CCn1c(SCC(=O)N/N=C/c2ccncc2)nc2ccccc21	6.1
CC(NC(=O)CN(c1ccc(Br)cc1)S(C)(=O)=O)c1ccccc1 (stereo not drawn)	1.2
O=C(OCC(=O)N1CCCCC1)c1cccs1	-1.2
COc1ccc(/C=C/C(=O)NCc2ccc3c(c2)OCO3)cc1OC	0.5
c1ccc(N/N=C(\Cc2ncc[nH]2)c2ccccc2)cc1	0.5
CC(C)(C)NC(=O)C(=O)NCc1ccncc1	2.9
O=C(Nc1ccc(OCC(F)(F)C(F)F)c(C(F)(F)F)c1)c1ccccc1O	-6.2
Cc1ccc(C)c(OCc2cc(C(=O)N3CCc4sccc4C3)no2)c1	1.5
CN(Cc1ccccc1)C(=O)c1[nH]cnc1C(=O)Nc1ccc(Br)cc1F	-0.3
CCN(Cc1ccccc1)C(=O)C1CCN(C/C(C)=C/c2ccccc2)CC1	-2.2
Cc1nnc(NC(=O)C2CCCN(S(=O)(=O)c3ccccc3C(F)(F)F)C2)s1 (stereo not drawn)	-0.1
Cc1cc(C(=O)CSc2nc3ccccc3o2)c(C)n1CC1CCCO1 (stereo not drawn)	-7.8
COC(=O)[C@]12C[C@H](CC(=O)N3CCN(C(=O)C4CC4)CC3)C(=O)N(CCc3ccc(OC)c(OC)c3)C1=C[C@H](C(C)C)O[C@@H]2C1CC1	6.1
O=C(Nc1ccccc1N1CCCC1)c1cc(Cl)ccc1Cl	4.9
COCCNC(=O)C(c1ccccc1)N(Cc1cccs1)C(=O)Cn1nnc2ccccc21 (stereo not drawn)	3.0
Cc1onc(-c2c(F)cccc2Cl)c1C(=O)OCn1nnc2ccccc2c1=O	0.3
CCCCCCNc1nc(Cl)nc(NC(C)(C)CO)n1	0.2
Cn1nc(C(=O)Nc2sc3c(c2C#N)CCCC3)ccc1=O	-3.0
OCc1cn(-c2ccccc2)nc1-c1ccc(Br)cc1	-0.9
CC(C)(O)CCc1c(-c2ccc(O)cc2O)oc2c3c(cc(O)c2c1=O)OC(C)(C)C=C3	1.5
Cc1cc(C)c(NC(=O)COC(=O)c2c(C)noc2C)c(Cl)c1	-1.6

Overlap with the part before: 6 compounds, then new ones.
SMILES	TTR transcr act
Cc1onc(-c2c(F)cccc2Cl)c1C(=O)OCn1nnc2ccccc2c1=O	0.3
CCCCCCNc1nc(Cl)nc(NC(C)(C)CO)n1	0.2
Cn1nc(C(=O)Nc2sc3c(c2C#N)CCCC3)ccc1=O	-3.0
OCc1cn(-c2ccccc2)nc1-c1ccc(Br)cc1	-0.9
CC(C)(O)CCc1c(-c2ccc(O)cc2O)oc2c3c(cc(O)c2c1=O)OC(C)(C)C=C3	1.5
Cc1cc(C)c(NC(=O)COC(=O)c2c(C)noc2C)c(Cl)c1	-1.6
COc1cccc(/C=N/Nc2ccc(S(=O)(=O)O)cc2)c1O	-0.1
COc1cccc(NC(=O)N2CCC(NC(=O)C(Cc3ccccc3F)NC(C)=O)CC2)c1 (stereo not drawn)	0.8
CCn1cc(CN2CCC(C(=O)Nc3cccc(-c4cccc(Cl)c4)c3)CC2)cn1	-1.8
CN(CC(=O)N1CCCCCC1)S(=O)(=O)c1ccc(Br)s1	-1.5
CC1CC(NC(=O)/C(C#N)=C/c2ccc[nH]2)CC(C)(C)C1 (stereo not drawn)	-0.1
Cc1cc(NC(=O)C2CCCCC2)ncc1NC(=O)c1ccccn1	14.5*
COC(=O)c1cccc(NC(=O)CSCc2ccccc2)c1	-2.1
Fc1cc(Br)ccc1COc1ccc(-c2nnco2)cc1	4.1
O=C(NCCSc1ccccn1)c1ccc(Cl)cc1Cl	-0.4
O=C(Nc1ccc(S(=O)(=O)Nc2nccs2)cc1)c1cc(-c2ccncc2)nc2ccccc12	-1.5
CC(=O)c1cccc(NC(=O)C2CCCN2S(=O)(=O)c2cccc3nsnc23)c1 (stereo not drawn)	-2.4
Cc1ccc2oc(NC3=NC4(CCCC4)C4=C(CCCC4=O)N3)nc2c1	-2.5
COCCn1nnnc1CN(Cc1ccco1)Cc1cc2cc3c(cc2[nH]c1=O)OCO3	-0.9
O=C(COC(=O)C1=COCCO1)Nc1cc(Cl)c(Cl)cc1Cl	-0.8
Cc1cc2c(cc1C)NC1(C(=O)Nc3ccccc31)C1=C(CC(C)(C)CC1=O)N2 (stereo not drawn)	-4.6
Cc1nn(-c2ccc(F)cc2)c(C)c1/C=C/C(=O)N1CCNC(=O)C1	-1.3
CCn1ccnc1C(O)c1cccc(OC)c1 (stereo not drawn)	3.5
O=C(NCc1cccnc1)c1cc([N+](=O)[O-])ccc1N1CCOCC1	0.9
COc1ccc(C(=O)N2C(=S)NC(=O)/C2=C\c2ccc(C)cc2)cc1	1.3
CCOC(=O)C1=CCN(S(=O)(=O)c2ccc(F)cc2)C1c1cccc(F)c1 (stereo not drawn)	-0.7

Some of these compounds in order of molecular weight, falling.
SMILES	TTR transcr act
CCn1cc(CN2CCC(C(=O)Nc3cccc(-c4cccc(Cl)c4)c3)CC2)cn1	-1.8
COc1ccc(C(=O)N2C(=S)NC(=O)/C2=C\c2ccc(C)cc2)cc1	1.3
O=C(NCCSc1ccccn1)c1ccc(Cl)cc1Cl	-0.4

More structures
SMILES	TTR transcr act
O=C(/C=C/Nc1ccc(Br)cn1)c1cccc(OC(F)F)c1	2.7
CC(=O)N1CCc2cc(Br)cc(S(=O)(=O)CCC(=O)Nc3c(C)n(C)n(-c4ccccc4)c3=O)c21	9.5
COc1cc(C(=O)NCc2ccc(-c3nc4ccccc4s3)cc2)cc(OC)c1OC	1.0
O=C(Nc1cccc2ccccc12)NC1CCCc2ccccc21 (stereo not drawn)	-2.2
COc1ccc(CN2CCN(S(=O)(=O)c3ccccc3)CC2)c(OC)c1OC	16.7*
O=C(Nc1ccc(N2CCN(C(=O)c3ccccc3)CC2)cc1)c1ccc2c(c1)OCCO2	-5.1
O=S(=O)(Nc1ccc(Br)cc1)c1cccc(NS(=O)(=O)c2cccs2)c1	-1.6
O=C(CN1CCN(c2ccc(F)cc2)CC1)Nc1ccccc1	0.0
CCc1n[nH]c(=S)n1/N=C/c1ccc(N(CC)CC)cc1	2.4
O=c1[nH]c(/C=C2\C=Nc3ccccc32)c(O)n1Cc1ccccc1F	4.5
CN1C(=O)c2cc(NC(=O)C3CCOCC3)ccc2OC[C@@H]2O[C@@H](CC(=O)NCc3ccccc3F)CC[C@@H]21	0.4
CCOC(=O)C1=C(CNCc2ccc(F)cc2)NC(=O)NC1c1cccc([N+](=O)[O-])c1 (stereo not drawn)	0.7
CC1=C(C(=O)N2CCCCCC2)CC(CC(=O)NCCN2CCOCC2)C(=O)N1Cc1ccccc1 (stereo not drawn)	-1.7
S=c1[nH]nc(-c2ccccc2)n1Cc1ccccc1	6.4
O=C(CC1(O)C(=O)N(C/C=C/c2ccccc2)c2ccccc21)c1ccccn1 (stereo not drawn)	-0.5
CC1(C(=O)Nc2ccc3c(c2)OCO3)CCN1C(=O)CC1CC1 (stereo not drawn)	0.3
COc1ccc(C(CNC(=O)COc2ccccc2C)N2CCOCC2)cc1 (stereo not drawn)	-1.0
CCCCCCSc1nsc(NC(C)=O)n1	-3.0
CC(=O)c1ccc(NC(=O)c2cnn3c(C(F)F)cc(C4CC4)nc23)cc1	0.1
O=C(COc1ccc(Cl)cc1Cl)NC(=S)Nc1ccc(CN2CCOCC2)cc1	1.4
CCn1c(=O)cc(OCC(=O)Nc2ccc(OC)c(OC)c2)c2ccccc21	8.8
O=C(CSc1nccn(-c2ccc(F)c(F)c2)c1=O)NC1CCCC1	1.0
Cc1ccc(S(=O)(=O)c2c(N)n(CCCN(C)C)c3nc4ccccc4nc23)cc1	-1.4
COc1cc(C(=O)Nc2nc3ccc(C)cc3s2)ccc1OCc1c(C)noc1C	-1.0
CC(C)Nc1nc(Nc2ccc(C(N)=O)cc2)c2sccc2n1	-0.5
CCOC(=O)C1=NNC(C(=O)c2ccccc2)C1c1ccc(Cl)cc1 (stereo not drawn)	-1.2
Cc1c(NC(=S)Nc2cccc(Cl)c2)c(=O)n(-c2ccccc2)n1C	0.8
c1ccc(C2OCCN2c2ccccc2)cc1 (stereo not drawn)	1.6
COC(=O)c1ccccc1NC(=O)c1cc2ccccc2o1	0.1
Cc1cccc(C(=O)Nc2ccccc2C(=O)NCc2cccnc2)c1	-0.2
COc1ccc(C(=O)N2CCC(C(=O)Nc3cccc(C)c3)CC2)cc1OC	-0.8
O=C(Nc1ccc(F)cc1)OCc1cn(Cc2ccccc2)nn1	1.0
COc1ccc(Cl)cc1NC(=O)NCCN1CCNC1=O	3.2
CC(C)C(=O)Nc1cc2c3c(c1)CCC(=O)N3CCC2	0.8
CC(=O)C1=C(O)C(=O)OC1c1ccc(Cl)cc1 (stereo not drawn)	0.8
O=C(CCc1ccccc1)Oc1ccccc1[N+](=O)[O-]	-1.5
COc1ccc2oc(C(=O)NC(C)(C)C)c(C)c2c1	-1.6
O=c1[nH]c(C(F)(F)F)nc2ccc3ccccc3c12	-0.1
N#Cc1c(N)nc(SCC(=O)NC2CCCCC2)c(C#N)c1-c1ccc(Cl)cc1	1.6
CCc1ccc(OCC(=O)NCCOc2ccccc2)cc1	-2.1
CCCCNC(=O)C[C@@H]1C[C@@]2(C(=O)OC)CC(C)(C)CC=C2N(Cc2ccc3c(c2)OCO3)C1=O	-2.1
O=C(C1CC(=O)N(C2CCCC2)C1)N1CCN(c2ccc(F)cc2)CC1 (stereo not drawn)	-2.1
O=C(O)CC(CC(=O)NCC(O)c1ccccc1)c1ccccc1 (stereo not drawn)	-1.3
CC(C)CC1NC(=O)N(CC(=O)N2c3ccccc3NC(=O)C2(C)C)C1=O (stereo not drawn)	-0.4
COc1ccc2[nH]c3c(=O)n(Cc4ccc(C(=O)NCC5CCCO5)cc4)c(=S)[nH]c3c2c1 (stereo not drawn)	2.4
C[C@@H]1CN([C@H](C)CO)C(=O)CCCn2nncc2CO[C@@H]1CN(C)C(=O)c1ccc(N2CCN(C)CC2)cc1	0.1
CCOC(=O)[C@@H]1[C@H]2COc3cc(OC)ccc3[C@@H]2N2C(=O)N(c3cccc(F)c3)C(=O)[C@@]12C	3.9
Fc1cccc(Cl)c1-c1nnc2ccc3ccccc3n12	0.6
C=CC[C@@H](CC(=O)N[C@H](CO)Cc1ccccc1)C(=O)N[C@@H](COC(=O)[C@H](CC=C)CC(=O)OC(C)(C)C)Cc1ccccc1	-0.7
COc1ccccc1CNC(=O)C1(C)CCN1Cc1ccc(OC(F)(F)F)cc1 (stereo not drawn)	-1.6
C#CCOCCOCCOCCNc1nc(N2CCN(C(=O)Cn3cc(CCO)nn3)CC2)nc(N2CCN(C(=O)[C@H]([C@@H](C)CC)n3cc(CCCN=C(N)N)nn3)CC2)n1	1.5
CCC(=O)c1c[nH]c(C(=O)NCCc2ccccn2)c1	-2.0
Cc1ccc(Cc2c(-c3ccc(C)cc3)nc3c4ccccc4ccn23)cc1	1.9
CCCCn1nnnc1C1(C)CCC(=O)N1Cc1ccc(F)cc1 (stereo not drawn)	-0.4
O=C(NC(=S)NC1CCCCC1)c1ccccc1	-0.8
CCOc1cccc2cc(C(=O)NCc3ccc(Cl)cc3)c(=N)oc12	-0.7
O=C(O)CCCCCn1c(O)c(C=C2N=c3ccccc3=N2)sc1=S	-0.5
CC(=O)N1CCN(Cc2nc3cc(NC(=O)COc4ccccc4)ccc3n2C)CC1	1.1
Cc1ccc2c(c1)c1c3n2CCN(CC(N)=O)C3CCC1 (stereo not drawn)	-0.5
Cn1ncc2c(N3CCCCC3)nc(NCCCO)nc21	0.4
